Assay outcomes deposited in PubChem BioAssay by several laboratories.
KCNK3 inh: human KCNK3 channel inhibitors, primary screen, CHO cells, FluxOR thallium flux, B-score | Potassium channel subfamily K member 3 (Homo sapiens), O14649 | FluxOR fluorescence; hits give low values | B-score at 10 µM | 340,000 tested, 0.84% active | AID 602410, 2012;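 active means B-score under library mean minus 4 SD, starting fluorescence ratio at most library mean plus 5 SD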;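 further: more negative B-score means stronger inhibition of thallium flux through KCNK3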
Target sequence (O14649 whole entry, looked up): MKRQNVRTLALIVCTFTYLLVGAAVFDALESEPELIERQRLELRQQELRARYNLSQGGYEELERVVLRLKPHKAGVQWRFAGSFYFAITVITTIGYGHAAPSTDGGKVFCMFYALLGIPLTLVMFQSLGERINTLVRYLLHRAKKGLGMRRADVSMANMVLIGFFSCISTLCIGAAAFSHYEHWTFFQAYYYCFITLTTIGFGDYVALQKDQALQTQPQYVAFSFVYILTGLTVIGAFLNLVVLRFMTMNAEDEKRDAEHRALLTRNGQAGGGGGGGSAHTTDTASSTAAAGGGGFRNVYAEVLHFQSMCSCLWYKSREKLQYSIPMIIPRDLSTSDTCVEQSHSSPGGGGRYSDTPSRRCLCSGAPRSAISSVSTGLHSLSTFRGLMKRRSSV
GSK3 alpha inh: blockers of GSK3A enzyme activity – biochemical, luminescence, cell-free homogeneous, HTS, primary screen. GSK-3 alpha kinase, ADP-Glo luminescence, 60 min. inhibition, % at 10 µM. 320,000 tested, 0.1% active;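 in the data active means inhibition above about 50%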;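 further: GST-tagged GSK-3 alpha with peptide substrate and 25 µM ATP; 0% = DMSO neutral wells and 100% = GW8510 positive control wells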
Target sequence (P49840 whole entry, looked up): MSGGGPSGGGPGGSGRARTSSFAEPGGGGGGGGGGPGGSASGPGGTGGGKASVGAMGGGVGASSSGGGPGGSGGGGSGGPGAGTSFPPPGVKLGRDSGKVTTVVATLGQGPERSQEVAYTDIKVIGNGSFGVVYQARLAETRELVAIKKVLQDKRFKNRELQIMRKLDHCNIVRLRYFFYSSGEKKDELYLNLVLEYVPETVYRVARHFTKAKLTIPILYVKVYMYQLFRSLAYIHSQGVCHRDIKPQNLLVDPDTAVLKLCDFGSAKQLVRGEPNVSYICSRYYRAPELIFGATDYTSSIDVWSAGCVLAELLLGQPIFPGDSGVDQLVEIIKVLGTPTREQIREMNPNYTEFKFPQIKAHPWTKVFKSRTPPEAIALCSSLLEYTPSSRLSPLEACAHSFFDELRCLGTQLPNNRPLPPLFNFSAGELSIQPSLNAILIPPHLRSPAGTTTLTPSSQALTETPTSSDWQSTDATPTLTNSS
Starred values were filed as active, the others as inactive.

CC(=O)c1ccc(-c2cccc([C@H]3[C@@H]4C=CC[C@@H](C)[C@@H]4C(=O)N3Cc3ccccc3)c2)cc1 was read as KCNK3 inh inactive.
Screening CC(C)C[C@@H](CNCC(=O)[C@H](Cc1ccccc1)NC(=O)c1[nH]cnc1C(=O)N[C@@H](C)CN)NC(=O)c1nc[nH]c1C(=O)N[C@@H](C)C(=O)O returned KCNK3 inh inactive.
For COc1ccc(S(=O)(=O)N(C)C[C@H]2Oc3c(NC(=O)Nc4ccccc4)cccc3C(=O)N([C@H](C)CO)C[C@@H]2C)cc1 the results were KCNK3 inh inactive.
For COc1ccc(CSc2ccc(S(=O)(=O)N3CCCCC3)cn2)cc1F the results were KCNK3 inh inactive.
COc1ccccc1N1CCN(CC(=O)Nc2ccccc2C(=O)NCCc2ccccc2)CC1 was read as KCNK3 inh inactive.
CCCCCCCCCCCn1nnnc1N was read as KCNK3 inh inactive.
`O=C(Cn1cnc2c(NCc3ccccc3)ncnc21)NCc1nc2ccccc2[nH]1` gave KCNK3 inh inactive.
Cc1ccc(C)c(N2CCN(C(=O)CCc3nc(-c4cccc(F)c4)no3)CC2)c1 was read as KCNK3 inh inactive.
`COC1=C(Br)C(=O)c2ncccc2C1=O` gave KCNK3 inh inactive.
O=C(CCN1CCCCC1)c1cccc(Cl)c1 was read as KCNK3 inh inactive.
COCCN(C(=O)c1ccc2c(c1)S(=O)(=O)N=C1CCCCCN12)c1c(N)n(CC(C)C)c(=O)[nH]c1=O was read as KCNK3 inh inactive.
Screening CN[C@H](C)C(=O)NC[C@H]1O[C@@H](n2cnc3c(N)ncnc32)[C@H](O)[C@@H]1O returned KCNK3 inh inactive.
Screening O=C1NC(=O)C2(CCCCC2C2CCCCC2)N1 (stereo not given) returned KCNK3 inh inactive.
`CC(C)N(C(=O)[C@H]1C[C@H](CC(=O)NCc2cccc(C(F)(F)F)c2)C(=O)N2CCc3c([nH]c4cc(CCC(=O)N(C)C)ccc34)[C@]12C)C(C)C` gave KCNK3 inh inactive.
For O=C(NCc1ccco1)Nc1cccc2ccccc12 the results were KCNK3 inh inactive.
Screening O=C(Cc1ccc(NC(=O)C2CCCN(C(=O)CCc3ccccc3)C2)cc1)Nc1ccc(C(=O)N2CCOCC2)cc1 (stereo not given) returned KCNK3 inh inactive.
O=C(C[C@H]1C[C@H](C(=O)N2CCOCC2)[C@@]2(CCC3CCCC3)c3[nH]c4ccc(Cl)cc4c3CCN2C1=O)NCC12CC3CC(CC(C3)C1)C2 was read as KCNK3 inh inactive.
Screening C#CCN1C=CC(=O)[C@@H](OC(=O)Nc2ccc(Cl)cc2)[C@H]1c1ccccc1Br returned KCNK3 inh inactive.
Screening CN(Cc1ccccc1)C(=O)c1cccc(NC(=O)Cc2ccc(NC(=O)C3CCCN(C(=O)c4ccccc4)C3)cc2)c1 (stereo not given) returned KCNK3 inh inactive.
COCC(=O)N(C)[C@H]1C[C@H]2c3cc(-c4ccccc4)ccc3CCN2C(=O)[C@H]1[C@H](C)O was read as KCNK3 inh inactive.
For CCN1C(=O)CC2CCCC1C2 (stereo not given) the results were KCNK3 inh inactive.
Screening CN(C)C(CNC(=O)c1cccc(S(=O)(=O)N2CCN(c3ccc(F)cc3)CC2)c1)c1ccccc1 (stereo not given) returned KCNK3 inh inactive.
For Cc1cc(Cl)ccc1OCCCC(=O)Nc1cc(S(=O)(=O)N2CCOCC2)ccc1N1CCOCC1 the results were KCNK3 inh inactive.
CCOc1ncccc1C(=O)OCc1csc(CC(=O)Nc2ccccc2C)n1 was read as KCNK3 inh inactive.
Screening CN(C)c1cccc(C(=O)Nc2ccc(S(=O)(=O)Nc3nccs3)cc2)c1 returned KCNK3 inh inactive.
For CCN(CC)C(=O)[C@H]1C[C@H](CC(=O)NC(C)(C)C)C(=O)N2CCc3c([nH]c4ccc(Cl)cc34)[C@]12C the results were KCNK3 inh inactive.
CCOC(=O)CC[C@H](NC(=O)Cn1cc(C)c(=O)[nH]c1=O)C(=O)OCC was read as KCNK3 inh inactive.
For CC[C@]12c3[nH]c4ccc(OC)cc4c3CCN1C(=O)C(CC(=O)NCC13CC4CC(CC(C4)C1)C3)C[C@@H]2C(=O)N1CCN(C(=O)C2CC2)CC1 (stereo not given in full) the results were KCNK3 inh inactive.
O=C(COC(=O)c1ccccc1)c1ccc2c(c1)OCCO2 was read as KCNK3 inh inactive.
CC1CCCCC12NC(=O)N(CC(=O)Nc1cccc(S(=O)(=O)N3CCCCC3)c1)C2=O (stereo not given) was read as KCNK3 inh inactive.

Molecules above with two or more sulfur atoms, in the order listed:
For COc1ccc(CSc2ccc(S(=O)(=O)N3CCCCC3)cn2)cc1F the results were KCNK3 inh inactive.
Screening CN(C)c1cccc(C(=O)Nc2ccc(S(=O)(=O)Nc3nccs3)cc2)c1 returned KCNK3 inh inactive.

Following part
`O=C(Cc1cccc(NC(=O)C2CCCN(C(=O)C3CCCCC3)C2)c1)Nc1ccc(C(=O)N2CCOCC2)cc1` (stereo not given) gave KCNK3 inh inactive.
`COc1ccc(-c2ccc3c(c2)C2CC3CCN2CCC#N)cc1` (stereo not given) gave KCNK3 inh inactive.
Screening Cc1cc(=O)c(C(=O)O)c(C)n1-c1ccccc1 returned KCNK3 inh inactive.
For CN(C(=O)c1cccc(NC(=O)Cc2ccc(NC(=O)C3CCN(C(=O)C4CCCCC4)CC3)cc2)c1)C1CC1 the results were KCNK3 inh inactive.
Nc1ncnc2c1ncn2[C@@H]1O[C@H](CNC(=O)[C@@H](N)C2CCCCC2)[C@@H](O)[C@H]1O was read as KCNK3 inh inactive.
Screening COc1ccccc1CNC(=O)CN1C(=O)NC2(CCCCCCC2)C1=O returned KCNK3 inh inactive.
Screening O=C(C[C@H]1C[C@H](C(=O)N2CCOCC2)[C@@]2(CCC3CCCC3)c3[nH]c4ccc(Cl)cc4c3CCN2C1=O)NCc1ccco1 returned KCNK3 inh inactive.
`COc1cc(C2c3cc4c(cc3OC(Nc3ccc(C(=O)O)cc3)C2C)OCO4)cc(OC)c1OC` (stereo not given) gave KCNK3 inh inactive.
Screening Cn1c2ccsc2c2ncn(Cc3ccc(F)cc3)c(=O)c21 returned KCNK3 inh inactive.
COC(=O)C1C=CC(OC2OC(COC(C)=O)C(OC(C)=O)C(OC(C)=O)C2OC(C)=O)n2c(=O)n(-c3ccccc3)c(=O)n21 (stereo not given) was read as KCNK3 inh inactive.
Cc1cccc(C)c1-c1ccc(CN2C(CC(C)C)C(=O)N(Cc3cn(CC4CCCCC4)nn3)CCS2(=O)=O)cc1 (stereo not given) was read as KCNK3 inh inactive.
`CCN1CCN(S(=O)(=O)c2ccc(Cl)c(C(=O)NCc3nc4ccccc4[nH]3)c2)CC1` gave KCNK3 inh inactive.
Screening CCN1CCN(c2ccc(Cl)cc2NC(=O)c2ccco2)CC1 returned KCNK3 inh inactive.
For CC(=O)c1ccc(OCC(=O)Nc2cccc(C(=O)Nc3c(C)n(C)n(-c4ccccc4)c3=O)c2)cc1 the results were KCNK3 inh inactive.
For O=[N+]([O-])c1ccc(S(=O)(=O)NN=CCCc2ccccc2)cc1 the results were KCNK3 inh inactive.
Screening COC(=O)C[C@H](NC(=O)Cn1cnc2c(NCc3ccccc3)ncnc21)C(=O)OC returned KCNK3 inh inactive.
`C=CCOC(=O)N1CCC2CC1c1cc(-c3cccc(C)c3)ccc12` (stereo not given) gave KCNK3 inh inactive.
`COCCCNC(=O)C[C@H]1C[C@H](C(=O)N(C(C)C)C(C)C)[C@@]2(C)c3[nH]c4cc(CCC(=O)N(C)C)ccc4c3CCN2C1=O` gave KCNK3 inh inactive.
`O=C1NC[C@H](Cc2ccccc2)N(C[C@H]2CCCN2C[C@H](Cc2ccccc2)N2C[C@H](Cc3ccccc3)N(CC3CCCCC3)C(=O)C2=O)C1=O` gave KCNK3 inh inactive.
`COCC(=O)N1CCC2CC1c1cc(Cl)ccc12` (stereo not given) gave KCNK3 inh inactive.
Screening CN1OC[C@@H]2CN(C(=O)C(C)(C)C)[C@H](c3cccc(-c4ccccc4)c3)C[C@@H]21 returned KCNK3 inh inactive.
`COc1cc(OC)c2c3c(c(C4CCCCC4)nc2c1)CCCC3` gave KCNK3 inh inactive.
Screening Fc1ccc(CCNc2ncnc3[nH]ncc23)cc1 returned KCNK3 inh inactive.
For O=C(Cc1cccc(NC(=O)C2CCCN(C(=O)CCc3ccccc3)C2)c1)Nc1cccc(C(=O)N2CCOCC2)c1 (stereo not given) the results were KCNK3 inh inactive.
For O=C(Cn1c(C(=O)c2ccccc2)nc2ccccc21)c1ccc(Cl)cc1 the results were KCNK3 inh inactive.
CCC(c1ccccc1)C(CC)c1cc(O)c(O)c(O)c1 (stereo not given) was read as KCNK3 inh inactive.
`CN(C)c1ccc2cc(S(=O)(=O)O)cc(O)c2c1` gave KCNK3 inh inactive.
Screening COc1cc(N=Nc2ccc(C)cc2S(N)(=O)=O)c(C)cc1N returned KCNK3 inh inactive.
CCN(C(=O)CSc1nnc(-c2cccc(F)c2)n1N)c1c(N)n(Cc2ccccc2)c(=O)[nH]c1=O was read as KCNK3 inh inactive.
For Cc1ccc(Nc2nc(Cl)nc3ncn(C)c23)c(C)c1 the results were KCNK3 inh inactive.
Screening Cc1ccc(S(=O)(=O)N(CCCc2c(C)nc[nH]c2=O)c2ccccc2)cc1 returned KCNK3 inh inactive.
For CN(CC(=O)Nc1ccccc1Cl)C(=O)CCNC(=O)Nc1ccccc1 the results were KCNK3 inh inactive and GSK3 alpha inh -1.
CCC1CCCCN1C(=S)NC(=O)c1cc(Br)ccc1Cl (stereo not given) was read as KCNK3 inh inactive and GSK3 alpha inh -2.
`Cc1ccc(S(=O)(=O)N2CCOCC2)cc1C(=O)OCC(=O)NCc1ccc2c(c1)OCO2` gave KCNK3 inh inactive and GSK3 alpha inh 0.
`CCN(C(=O)CN1C(=O)NC(c2ccccc2)(c2ccc(C)c(C)c2)C1=O)C1CCCCC1` (stereo not given) gave KCNK3 inh inactive and GSK3 alpha inh -1.
CCc1ccc(NC(=O)C(C)OC(=O)CN2C(=O)NC3(CCCC3)C2=O)cc1 (stereo not given) was read as KCNK3 inh inactive and GSK3 alpha inh 0.
For O=c1oc(CCCO)cc2ccc(C#CC3(O)CCCCC3)cc12 the results were KCNK3 inh inactive and GSK3 alpha inh 0.
O=C(NCc1ccco1)c1ccc(Cl)c(S(=O)(=O)N2CCCC2)c1 was read as KCNK3 inh inactive and GSK3 alpha inh -1.
For O=S(=O)(c1ccc(F)c(Cl)c1)N1CCN(C/C=C/c2ccccc2)CC1 the results were KCNK3 inh inactive and GSK3 alpha inh 2.
For O=C(CN1C(=O)NC(Cc2c[nH]c3ccccc23)C1=O)Nc1ccccc1Br (stereo not given) the results were KCNK3 inh inactive and GSK3 alpha inh -3.
CC1Cc2ccccc2N1C(=O)CN(C)CC(=O)Nc1ccc(OC(F)(F)F)cc1 (stereo not given) was read as KCNK3 inh inactive and GSK3 alpha inh -7.
For CCOC(=O)c1c(C)[nH]c(C(=O)COC(=O)c2cc(C)oc2C)c1C the results were KCNK3 inh inactive and GSK3 alpha inh -1.
`C[C@]12CC[C@H](OC(=O)CCC(=O)O)CC1=CCC1C2CC[C@@]2(C)C1CC[C@@H]2N` (stereo not given in full) gave KCNK3 inh inactive and GSK3 alpha inh -3.
Screening COc1ccc(-n2nnnc2SCC(=O)NC2CC2)cc1 returned KCNK3 inh inactive and GSK3 alpha inh -1.
`COc1ccccc1C(C)NC(=O)c1cc(S(=O)(=O)N2CCCCC2)ccc1C` (stereo not given) gave KCNK3 inh inactive and GSK3 alpha inh 0.

Grouped by structure, those above with bromine
`COC1=C(Br)C(=O)c2ncccc2C1=O` gave KCNK3 inh inactive.
Screening C#CCN1C=CC(=O)[C@@H](OC(=O)Nc2ccc(Cl)cc2)[C@H]1c1ccccc1Br returned KCNK3 inh inactive.
CCC1CCCCN1C(=S)NC(=O)c1cc(Br)ccc1Cl (stereo not given) was read as KCNK3 inh inactive and GSK3 alpha inh -2.
For O=C(CN1C(=O)NC(Cc2c[nH]c3ccccc23)C1=O)Nc1ccccc1Br (stereo not given) the results were KCNK3 inh inactive and GSK3 alpha inh -3.

Continuation.
`CC(=O)NC(CC(=O)OCC(=O)c1ccc(NC(=O)CC(C)C)cc1)c1ccccc1` (stereo not given) gave KCNK3 inh inactive and GSK3 alpha inh 1.
For COCCN(C(=O)c1ccc(N2CCCC2=O)cc1)c1c(N)n(CC(C)C)c(=O)[nH]c1=O the results were KCNK3 inh inactive and GSK3 alpha inh 2.
CCOC(=O)C1CCN(C(=O)CN2C(=O)NC3(CCCCC3)C2=O)CC1 was read as KCNK3 inh inactive and GSK3 alpha inh 0.
Screening CC(C)n1ncc2c(C(=O)Nc3cccc(S(=O)(=O)N(C)C)c3)cc(C3CC3)nc21 returned KCNK3 inh inactive and GSK3 alpha inh -4.
For COc1ccc(NC(=O)[C@@H](NS(=O)(=O)c2cccc(Cl)c2)C(C)C)cc1S(=O)(=O)N1CCOCC1 the results were KCNK3 inh inactive and GSK3 alpha inh -1.
O=C(NC(=S)N1CCCCC1CO)c1cccs1 (stereo not given) was read as KCNK3 inh inactive and GSK3 alpha inh 0.
O=S(=O)(c1ccccc1F)N1CCN(Cc2cc3c(cc2O)OCO3)CC1 was read as KCNK3 inh inactive and GSK3 alpha inh -2.
For CC(=O)Nc1cccc(NCC(=O)Nc2cc(S(=O)(=O)N3CCCCC3)ccc2Cl)c1 the results were KCNK3 inh inactive and GSK3 alpha inh 0.
For Cc1cc(C(=O)OCC(=O)N2CCOCC2)c(C)n1-c1ccccc1 the results were KCNK3 inh inactive and GSK3 alpha inh -2.
`CC(C)C[C@@H]1CN=C(N)N1C[C@@H]1CCCN1C[C@H](C)N1C[C@@H](Cc2ccccc2)N(CCCC2CCCC2)C1=N` gave KCNK3 inh inactive and GSK3 alpha inh 13.
`CCCCOCCOCCOCCCC` gave KCNK3 inh inactive and GSK3 alpha inh -3.

Only part of the results is shown; count on the stated rates, not on these rows.
